Assay outcomes as filed in PubChem BioAssay.
ASM inhibitor = human S-ASM enzyme inhibition. placental ASM, HMU-PC fluorogenic substrate, 60 min. Potency, µM (highest dose often 57.5 µM), without a hit: at the highest dose activity change, negative = inhibition, hits mostly inhibitors. hit rate 0.006% among 340,000. AID 504937; further: potency means the concentration at half of the fitted maximal effect
Target sequence (P17405 47-631 limits assumed): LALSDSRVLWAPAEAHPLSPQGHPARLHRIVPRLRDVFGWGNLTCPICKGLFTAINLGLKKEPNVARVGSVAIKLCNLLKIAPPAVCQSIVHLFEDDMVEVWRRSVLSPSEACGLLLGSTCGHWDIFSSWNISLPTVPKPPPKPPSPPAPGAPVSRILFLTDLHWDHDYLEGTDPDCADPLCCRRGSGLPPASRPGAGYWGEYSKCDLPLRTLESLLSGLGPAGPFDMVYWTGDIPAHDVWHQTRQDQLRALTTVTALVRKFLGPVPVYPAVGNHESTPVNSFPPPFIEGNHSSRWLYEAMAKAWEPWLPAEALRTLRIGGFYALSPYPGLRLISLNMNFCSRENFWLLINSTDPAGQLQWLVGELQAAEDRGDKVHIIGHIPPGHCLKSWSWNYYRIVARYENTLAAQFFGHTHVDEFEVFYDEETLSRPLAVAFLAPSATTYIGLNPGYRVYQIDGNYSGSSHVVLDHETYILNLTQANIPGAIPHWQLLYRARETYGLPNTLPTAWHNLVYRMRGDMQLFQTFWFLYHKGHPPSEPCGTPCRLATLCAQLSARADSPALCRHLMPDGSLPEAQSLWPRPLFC
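Human placenta-derived ASM preincubated with compound 10 min at room temperature, then reacted with 9 uM (final) fluorogenic HMU-PC substrate for 60 min at 37 C. Stop solution raises pH to 10; fluorescence read at Ex 386/Em 447 nm.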
TSG101-PTAP inh = blocks PTAP/TSG101 interaction to inhibit HIV-1 budding; Potency, µM (series often up to 115 µM), for the others: at the highest dose activity change, negative = inhibition, actives largely listed as inhibitors; AID 493005; 340,000 tested, under 10 active; Fluorescence polarization, FITC-PTAP peptide / Tsg101 binding; Q99816; active means well fitted inhibition curve with a large enough effect in the main read-out, with a control signal flat, not every such curve was filed as active; inconclusive means small, poorly fitted or top-dose-only effect, or effect the other way, or a change in a side signal; inactive means no such curve, though single readings can be large or run the other way; further: potency means the concentration at half of the fitted maximal effect; % of control where 0% means no effect
Target sequence (Q99816 whole entry, looked up): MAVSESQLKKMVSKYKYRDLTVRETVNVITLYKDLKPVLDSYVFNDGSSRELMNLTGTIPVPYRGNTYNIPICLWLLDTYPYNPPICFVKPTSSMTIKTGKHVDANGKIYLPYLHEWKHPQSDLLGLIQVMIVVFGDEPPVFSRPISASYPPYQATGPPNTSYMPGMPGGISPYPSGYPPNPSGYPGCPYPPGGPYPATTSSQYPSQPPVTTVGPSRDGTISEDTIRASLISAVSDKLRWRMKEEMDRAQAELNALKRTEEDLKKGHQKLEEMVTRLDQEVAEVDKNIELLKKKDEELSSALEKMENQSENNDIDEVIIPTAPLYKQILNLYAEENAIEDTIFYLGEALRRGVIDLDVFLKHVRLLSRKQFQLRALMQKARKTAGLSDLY
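Compounds were pin-transferred onto Tsg101 binding domain (10 uM final) in HEPES pH 7.5 buffer, then FITC-PTAP peptide was added at 50 nM final. After 20 min at RT, polarization reported peptide displacement across a qHTS concentration series.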
USP2a block = inhibitors of human ubiquitin-specific protease USP2a; hit rate 0.01% among 330,000; Potency, µM (titrated, usually from 38.3 µM), for the others: at the highest dose activity change, negative = inhibition, most hits filed as inhibitors; O75604; USP2 core, Ub-CHOP2 coupled fluorogenic reporter, 485/531;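 further: potency means the concentration at half of the fitted maximal effect; plate controls were DMSO wells for no effect and full inhibition by NEM control for full effect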
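Deubiquitinase activity read as fluorescence (485/531 nm) after Ub-CHOP2 cleavage activates the enterokinase reporter on its substrate; USP2 core 10nM, Ub-CHOP2 and substrate 25nM each, 30min compound preincubation then 60min RT; data normalized to NEM, curves fitted.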
p53 reactivator = restores transcriptional activity of mutant p53; H1299 p53-A138V BP100-luciferase reporter, luminescence, 24 h; hit rate 0.063% among 320,000; Potency, µM (doses to about 92.2 µM), for the others: at the top dose activity change, positive = activation, most hits filed as activators; AID 504706; further: potency means the concentration at half of the fitted maximal effect; % of control where 0% means no effect; nearly all actives have a fitted effect of over 45% in size
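p53-null H1299 cells stably carrying temperature-sensitive p53-A138V and a BP100-luciferase reporter were pinned with compounds (4-point, 1:5 series) and held 24 hrs at 37 deg C. Luminescence was read 10 min after detection reagent.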
B2AR arrestin = recruits beta-arrestin to the human beta2-adrenergic receptor; P07550; beta-arrestin recruitment to beta2AR, cell-based reporter; Potency, µM (series often up to 46.1 µM), inactives show at the highest dose activation, usual class: activators; hit rate 0.02% among 330,000;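 further: potency means the concentration at half of the fitted maximal effect; 0% = DMSO controls and full agonism = EC100 isoproterenol or metaproterenol; nearly all actives have a fitted effect of over 65% in size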
TRPV1 agonist = activates the human vanilloid receptor TRPV1 | AID 540275 | Q8NER1 | activation, % at 8.33 µM | hit rate 0.19% among 320,000 | TRPV1-expressing cells, Fluo-8 calcium influx, agonist mode; in the data active means activation above about 80%; inconclusive means between about 30% and that limit; further: 0% is about no effect
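TRPV1-expressing cells were cultured overnight at 35.5C and loaded with Fluo-8 calcium dye for 40 to 90 min at room temperature. After a 10 s baseline, compound was added and calcium influx was read kinetically for 3 min (ex 480/em 520 nm).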
uPA generation = blocks generation of uPA at the cell surface. cell surface uPA generation assay, qHTS. Potency, µM (highest dose often 38.3 µM), without a hit: top-dose activity change, negative = inhibition, hits mostly inhibitors. hit rate 0.31% among 330,000. AID 540303; active means well fitted inhibition curve with a large enough effect; inconclusive means small, poorly fitted or top-dose-only effect; inactive means no such curve, though single readings can be large or run the other way; tested in mouse RAW 264.7 cells; further: potency means the concentration at half of the fitted maximal effect; on the % scale 0 is the no-effect control and ±100 the full control effect; nearly all actives have a fitted effect of over 55% in size
Integrin act MD = activators of alpha7 integrin expression for muscular dystrophy; alpha7betagal myoblasts, beta-gal FDG fluorescence, 48 h; Potency, µM (series often up to 38.3 µM), for the others: top-dose activation, actives largely listed as activators; hit rate 0.064% among 350,000;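 further: potency means the concentration at half of the fitted maximal effect; 100% = response of the positive control SU9516; nearly all actives have a fitted effect of over 60% in size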
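alpha7betagal+/- myoblasts (passage 13, 250/well) treated 48 h at 37C with compounds at 1:260 dilution of DMSO stock. Lysed, then beta-galactosidase activity read as FDG fluorescence (ex 480/em 540) after 30 min, with pre-read for autofluorescence.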
ELG1 genotox = genotoxicity induction in ELG1-luciferase HEK293T cells; hit rate 1.3% among 330,000; Potency, µM (doses to about 46 µM), for the others: top-dose activity change, positive = activation, usual class: activators; HEK293T ELG1-luciferase reporter, luminescence, 16 h; AID 504466; further: potency means the concentration at half of the fitted maximal effect; % of control where 0% means no effect; nearly all actives have a fitted effect of over 60% in size
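Step 1: seed 2,000 HEK293T ELG1-luciferase cells per well. Step 2: add compound or DMSO, incubate 16 hr at 37 °C. Step 3: ONE-Glo, 30 min at room temperature, read luminescence.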
Eya2 phos inh = Eya2 (human) phosphatase inhibition. O00167. recombinant Eya2, OMFP fluorescence dephosphorylation (OMFP is methylfluorescein phosphate). Potency, µM (doses to about 76.9 µM), for the others: top-dose activity, negative = inhibition, actives largely listed as inhibitors. hit rate 0.006% among 330,000. AID 488837; further: potency means the concentration at half of the fitted maximal effect; on the % scale 0 is the no-effect control and ±100 the full control effect
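Eya2 protein (added as 0.2 uM solution) was preincubated with compound for 10 min at ambient temperature in 50 mM HEPES pH 7.5, 50 mM NaCl, 5 uM MgCl2, 0.05% BSA, 1 mM DTT. OMFP (added at 50 uM) then reacted 10 min; fluorescence read at 485/525 nm.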
BRCA1 expr up = increases BRCA1 expression; hit rate 1.1% among 380,000; Potency, µM (titrated, usually from 46.1 µM), for the others: at the highest dose activation, actives largely listed as activators; MCF7-BRCA1-FFLuc reporter, luminescence, 48 h; response scale: scaled: vehicle 0%, 10 µM genistein 100%; further: potency means the concentration at half of the fitted maximal effect; nearly all actives have a fitted effect of over 80% in size; some results filed as inactive show a strong effect at the top dose
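48 h compound treatment of MCF7-BRCA1-FFLuc cells (phenol-red free MEM, 37 °C), then 15 min with luciferase substrate and luminescence imaging.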
* = called active by the depositor; ? = inconclusive; / = no result given; [ ] = another dose, or the depositor's remark. Unless noted, the call rests on the fitted dose curve; in most records, active means well fitted curve in the direction sought with a large enough effect; inconclusive means small, poorly fitted or top-dose-only effect, or another doubt; inactive means no such curve, though single readings can be large; an effect the other way counts as inactive or inconclusive.

SMILES | ASM inhibitor | TSG101-PTAP inh | USP2a block | p53 reactivator | B2AR arrestin | TRPV1 agonist | uPA generation | Integrin act MD | ELG1 genotox | Eya2 phos inh | BRCA1 expr up
Cc1[nH]c2ccccc2c1CCNC(=O)c1ccc2nccnc2c1 | -1% | -2% | 0% | ? | -0.6% | -3 | -2% | -15% | -3% | 5% | 34%
Nc1nc(SCc2ccc(Cl)cc2Cl)c2ncn(C3OC(CO)C(O)C3O)c2n1 (stereo not given) | -48% | -5% | / | / | / | / | 4% | -3% | / | / | -27%
Cc1cccc(Oc2nccc(C(F)(F)F)c2C(=O)Nc2ccc(F)cc2F)c1 | -1% | -1% | 0% | -1% | 0.3% | / | 1% | -4% | 0% | 8% | -15%
COc1ccc(OC)c(/C=N/c2oc(-c3ccco3)c(-c3ccco3)c2C#N)c1 | 56%[activator] | 1% | 4% | 5% | 0.5% | -2 | -3% | -6% | 6% | 8% | -8%
Cc1cc(=O)[nH]c(SCC(=O)c2ccc(O)c(O)c2)n1 | 2% | -2% | 2% | / | 0.3% | -3 | 2% | -19% | 3% | -20% | 0%
CCCCn1c(N)c(N(CC(C)C)C(=O)c2ccc(N3C(=O)c4ccccc4C3=O)cc2)c(=O)[nH]c1=O | 9% | 1% | -1% | 1% | -0.5% | 0 | 4% | 21% | -3% | -5% | -20%
CCC(C(=O)N1CCCCCC1)n1nc(C)n2c(cc3occc32)c1=O (stereo not given) | 0% | -1% | -2% | -5% | 0.7% | -2 | 2% | 3% | -3%[9.26 µM] | -4% | -22%
O=C(C1=C[C@H](C2CC2)C[C@H](OCCCCO)O1)N1CCN(Cc2ccccc2)CC1 | 2% | / | 0% | -3% | -0.2% | 0 | 6% | 3% | 2% | -7% | 17%
O=C(CN1C(=O)c2ccccc2C1=O)Nc1sc2c(c1C(=O)NCC1CCCO1)CCC2 (stereo not given) | 4% | -7% | 3% | -9% | 0.4% | 1 | / | -1%[7.66 µM] | -6% | -4% | -2%
FC(F)(F)c1cccc(Nc2nc(N3CCOCC3)nc(N3CCOCC3)n2)c1 | -14% | -8% | -1% | -9% | 0.0% | 0 | 23% | -25% | 6% | -7% | -29%
CC1CN(c2ccc(Cl)cc2[N+](=O)[O-])CCN1S(C)(=O)=O (stereo not given) | -7% | 0% | 0% | -2% | 0.0% | 0 | 0% | 4% | -4% | 1% | 1%
CCOc1ccccc1C1CC(=O)NC(SCC(=O)Nc2nccs2)=C1C#N (stereo not given) | 21% | 2% | 3% | -13% | -0.7% | 1 | -2% | 29% | -11% | 7% | -27%
COc1cc(C2N(Cc3ccccc3)CCN2Cc2ccccc2)ccc1OC(C)=O | 4% | -4% | 0% | -4% | -2.7% | 3 | -25% | -17% | -4% | 14% | -7%
O=C(Cn1nc(-c2ccccc2)c2ccccc2c1=O)NCCN1CCOCC1 | -1% | -4% | -1% | -6% | -0.4% | 4 | -4% | -4% | 0% | -17% | 1%
COc1ccc(/C=N/Nc2cc(N(C)C)nc(N(C)C)n2)cc1 | -8% | -1% | -1% | 1% | -0.9% | -3 | 5% | -37% | -8% | -15% | -69%
COC(=O)N/N=C/c1ccc([N+](=O)[O-])s1 | 0% | -1% | 3% | ? | -1.0% | 1 | -11% | 0% | -3% | 3% | -64%
O=C(COc1ccc(Cl)cc1Cl)NN=C1c2ccccc2-c2ccccc21 | 338% | 0% | 2% | 6% | -0.4% | 1 | 4% | 20% | ? | -2% | -38%
COc1ccc(Nc2nnc(SCC(=O)c3cc(C)n(CC4CCCO4)c3C)s2)cc1 (stereo not given) | -7% | -4% | -4% | 24% | -0.8% | -4 | 3% | -18% | 2% | -23% | -1%
CCOC(=O)C1CCCN(S(=O)(=O)c2cccs2)C1 (stereo not given) | 2% | -6% | 2% | -8% | -0.4% | 4 | -16% | -1% | -5% | -23% | 9%
CCOCC(=O)Nc1ccc2c(c1)OCCO2 | 0% | -1% | 1% | ? | -0.6% | 3 | -1% | -25% | ? | -5% | 51%
O=S(=O)(NC1CC1)c1ccc(S(=O)(=O)N(Cc2ccccn2)C2CCCC2)cc1 | 2% | -4% | 0% | -3% | 0.0% | 3 | 9% | -3% | -2% | -36% | 8%
O=C(CCn1nc(-c2ccccc2)c2ccccc2c1=O)NN1CCOCC1 | 7% | -2% | 0% | -1% | 0.1% | -1 | -2% | 2% | 1% | -1% | 0%
O=C(NCc1cccnc1)C1CCN(S(=O)(=O)c2cccc(C(F)(F)F)c2)CC1 | 1% | -5% | -8% | -4% | -0.3% | 15 | 16% | -15% | 3% | -19% | -18%
Cc1cccc(N=Nc2c(C)c(C#N)c(O)[nH]c2=O)c1 | -6% | -1% | -2% | 7% | -1.0% | -2 | -1% | 11% | 6% | -10% | -1%

An excerpt from above, limited to B2AR arrestin and TRPV1 agonist.
SMILES	B2AR arrestin	TRPV1 agonist
COc1ccc(Nc2nnc(SCC(=O)c3cc(C)n(CC4CCCO4)c3C)s2)cc1 (stereo not given)	-0.8%	-4
CCOC(=O)C1CCCN(S(=O)(=O)c2cccs2)C1 (stereo not given)	-0.4%	4
CCOCC(=O)Nc1ccc2c(c1)OCCO2	-0.6%	3
O=S(=O)(NC1CC1)c1ccc(S(=O)(=O)N(Cc2ccccn2)C2CCCC2)cc1	0.0%	3

Additional structures.
SMILES | ASM inhibitor | TSG101-PTAP inh | USP2a block | p53 reactivator | B2AR arrestin | TRPV1 agonist | uPA generation | Integrin act MD | ELG1 genotox | Eya2 phos inh | BRCA1 expr up
CSC1=N/C(=C\C=C\c2cccs2)C(=O)S1 | -16% | -2% | -1% | 2% | -0.2% | 2 | 1% | -29% | -2% | -29% | -72%
Cc1c(/C=N/O)c2ccccn2c1C=O | 24% | -5% | 1% | -2% | -0.1% | -2 | -1% | -4% | -1% | 4% | 16%
COc1ccc(NC(=O)Nc2nnc(C(C)(C)C)s2)cc1 | -1% | 0% | 1% | 20% | 0.1% | -1 | 23% | -30% | 6% | -10% | ?
O=C(NCCN1CCOCC1)c1cc(-c2ccc(Cl)s2)nc2ccccc12 | 203%[activator] | 0% | 1% | -4% | 0.2% | 9 | 0% | -10% | 20% | 6% | -12%
CCOc1ccc(NC(=O)c2cc3ccccc3cc2OC)cc1 | -1% | 0% | 2% | 23% | 0.2% | 1 | -10% | 5% | ? | -2% | -48%
O=C(O)c1cccnc1SCC(=O)C12CC3CC(CC(C3)C1)C2 | 12% | -8% | -5% | 3% | -1.0% | 3 | 2% | 1% | 4% | 3% | 0%
CCCCCn1nc(C(=O)N(CC(C)C)c2c(N)n(CCCC)c(=O)[nH]c2=O)c2ccccc2c1=O | -1% | 2% | 1% | 6% | 0.2% | 8 | 7% | 4% | -3% | -5% | -8%
COc1cc(NC(=O)c2onc(C)c2Cl)c(OC)cc1Cl | -1% | 0% | 2% | 1% | -0.6% | 0 | 2% | 1% | 0% | -31% | -56%
O=C(NCCOc1ccc(F)cc1)C1CCC(=O)N(CCCN2CCCC2=O)C1 (stereo not given) | 3% | 1% | 0% | 3% | 0.6% | -3 | -1% | 5% | -1% | -4% | -18%
COC(=O)C1CCN(C(=O)c2oc3c(Cl)cc(C)cc3c2C)CC1 | -2% | -6% | 0% | 16µM* | 0.1% | 8 | 0% | -20% | ? | 0% | ?
CCCS(=O)(=O)N1CCCC(C(=O)Oc2ccc(Cl)cc2)C1 (stereo not given) | -1% | -7% | 2% | -1% | 0.2% | 13 | 1% | -3% | -2% | 2% | -13%
COC(=O)CCC(=O)Nc1cccc(C(=O)Nc2cccc(Cl)c2)c1 | -10% | -7% | 4% | -6% | -1.6% | -1 | 2% | 4% | 0% | -8% | -6%
CC(C)(C)CC(C)(C)N=C1NS(=O)(=O)c2cc([N+](=O)[O-])ccc21 | -8% | -2% | 3% | 2% | 0.0% | 16 | -10% | -10% | -8% | -16% | -10%

Copied from the list:
In ELG1 genotox, O=C(O)c1cccnc1SCC(=O)C12CC3CC(CC(C3)C1)C2 is entered as 4%
In B2AR arrestin, COC(=O)CCC(=O)Nc1cccc(C(=O)Nc2cccc(Cl)c2)c1 is entered as -1.6%
